MEX-5 binding: MEX-5 zinc finger RNA-binding disruptors – biochemical, C. elegans, fluorescence polarization, MLPCN library, primary screen; MEX-5/FITC-TCR2 RNA binding; active compounds read low; Zinc finger protein mex-5 (Caenorhabditis elegans), Q9XUB2; activity score (negative = inhibition of binding), % at 10 µM; 300,000 tested, 0.38% active; AID 1832, 2009;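 active means inhibition past about -25% in most replicates, and total fluorescence under double the plate's negative control median, limit read from the data; inconclusive means replicates evenly split on the limit, or fluorescence at least double controls; inactive means too little inhibition in most replicates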;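 further: 0% = DMSO and -100% = 5 µM competing unlabeled TCR2 RNA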
Target sequence (Q9XUB2 whole entry, looked up): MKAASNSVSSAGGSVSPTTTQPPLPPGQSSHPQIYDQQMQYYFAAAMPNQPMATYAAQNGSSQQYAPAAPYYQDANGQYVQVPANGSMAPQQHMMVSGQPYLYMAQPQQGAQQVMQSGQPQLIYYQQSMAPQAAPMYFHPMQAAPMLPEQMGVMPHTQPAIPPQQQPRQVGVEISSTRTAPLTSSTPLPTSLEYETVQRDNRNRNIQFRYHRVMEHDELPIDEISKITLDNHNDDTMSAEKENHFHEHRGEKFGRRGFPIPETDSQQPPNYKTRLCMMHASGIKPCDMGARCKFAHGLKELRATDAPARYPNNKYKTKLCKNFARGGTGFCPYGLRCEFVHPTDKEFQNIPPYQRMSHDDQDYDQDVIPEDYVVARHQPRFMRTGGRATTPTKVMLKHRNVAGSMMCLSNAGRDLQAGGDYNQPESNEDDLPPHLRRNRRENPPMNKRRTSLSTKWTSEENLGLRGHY
* = called active by the depositor; ? = inconclusive. These rows are one share of the data (hit frequency here may not be typical).

Compound,MEX-5 binding
O=C(NC1CCCCC1)NC1CC2CCC(C1)N2C(=O)NC1CCCCC1 (stereo not given),-3.3
CC(=O)NC(Cc1ccccc1)C(=O)NC1CCN(C(=O)NCc2ccccc2)CC1 (stereo not given),0.9
CC(C)n1cc(/C=C/c2cc[n+](C)cc2)c2ccccc21,?
COc1ccc(-c2cc(C(F)(F)F)nc(N3CCN(c4ccc(F)cc4)CC3)n2)cc1OC,1.5
O=C(c1nnsc1S(=O)c1ccc(Cl)cc1)N1CCOCC1 (stereo not given),0.5
Cc1nnc(Sc2cc(NCCO)c([N+](=O)[O-])c3nonc23)s1,-11
Cc1ccc([N+](=O)[O-])cc1NC(=O)Nc1cccc(F)c1,0.4
CCn1cc(Cl)c(C(=O)Nc2c(C)nn(Cc3c(F)c(F)c(F)c(F)c3F)c2C)n1,0.6
CCc1ccc2[nH]c3nc(SCC(=O)NCC4CCCO4)nnc3c2c1 (stereo not given),-1.1
Nc1nn(-c2cccc(F)n2)cc1-c1ccccc1,1.2
COc1ccc(C(=O)Nc2nnc(-c3ccc(F)cc3)s2)c(OC)c1,0.5
Cc1nc(N)sc1-c1csc(Nc2ccccn2)n1,2.2
N#Cc1cccc(N=c2ssnc2Cl)c1,1.6
O=c1c(-c2ccccc2)c1-c1ccccc1,2.2
Cc1ccc(C(C#N)N2CCOCC2)cc1 (stereo not given),0.6
Cc1ccc(C)c(N(CC(=O)NC2CCCC2)C(=O)CCCC(=O)Nc2ccccn2)c1,-1.1
Cc1cc(NC(=O)c2ccccc2)c(Cl)cc1N,1.3
Cc1cccc(/C=C(\c2nc3ccccc3[nH]2)S(=O)(=O)c2ccccc2)c1,-1.2
CCCCc1c(C)c(C#N)c2nc3ccccc3n2c1Cl,-0.2
COc1cc(C(=O)N/C(=C\c2cn(C)c3ccccc23)C(=O)N2CCN(C)CC2)cc(OC)c1OC,-0.5
Cc1c(Cl)c(C(F)F)nn1CC(=O)NC1C(=O)N2C(C(=O)O)=C(CSc3nnnn3C)CSC12 (stereo not given),-3.3
O=C(O[C@@H]1Cc2c(O)cc(O)cc2O[C@@H]1c1cc(O)c(O)c(O)c1)c1cc(O)c(O)c(O)c1,-84*
COc1cc(O)c(C(CC(=O)N2CCOCC2)c2cc(OC)c(OC)c(OC)c2)c(OC)c1 (stereo not given),-0.9
O=[N+]([O-])c1ccc(N/N=C/c2sc(N3CCOCC3)nc2-c2ccccc2)c(S(=O)(=O)Nc2ccc(Cl)cc2)c1,1.2
C(#Cc1ccc(C#CCN2CCCC2)cc1)CN1CCCC1,0.4
O=C(CNC(=O)c1cccc(F)c1)N/N=C/c1cc(Br)ccc1OC(=O)/C=C/c1ccco1,-3.8
COc1cc(OC)cc(C(=O)N[C@H](C(=O)Nc2nc3ccccc3[nH]2)C(C)C)c1,0.2
Cc1ncc(CO)c(/C=N/NC(=O)c2cc(O)c(O)c(O)c2)c1O,-39*
CCOc1ccc(NC(=O)CSc2nc3cccnc3n2CC)cc1,-0.4
COc1ccc(CCN2CC(C(=O)N(C)Cc3c(C)n[nH]c3C)CCC2=O)cc1 (stereo not given),2.5
COc1ccccc1N1CCN(C(c2ccc(F)cc2)c2nnnn2C(C)C)CC1 (stereo not given),0.9
Cn1cc(CCC(=O)NC2CC(C)(C)Cc3c2cnn3-c2ccc(F)cc2)cn1 (stereo not given),1.1
Cc1ccc2c(COn3nnc4ccc(S(=O)(=O)N(C)C)cc43)cc(=O)oc2c1C,-0.6
CCOc1ccccc1-n1ccn(CC(=O)Nc2ccc(Br)cc2F)c(=O)c1=O,-0.5
COC(=O)c1ccc(-c2ccc(C(=O)N3CCCN(C)CC3)cc2)cc1,-1.2
CCN1CCN(c2cc(SC(C)C)nc(-c3ccc(OC)cc3)n2)CC1,-3.3
CCOC(=O)c1sc2nc(CC(=O)OC)nc(NCc3ccco3)c2c1C,-1.3
CC(C)n1nnnc1C(c1ccc(F)cc1)N1CCN(C2CCCC2)CC1 (stereo not given),-2.2
O=C(Cc1cccs1)Nc1nnc(Cc2ccc(F)cc2)s1,-1.9
Oc1ccc(Nc2nc(NCC3CCCO3)c3ccccc3n2)cc1 (stereo not given),-0.1
Cc1nc(C(=O)NCCC(C)C)sc1C1(C)CC(c2cccc([N+](=O)[O-])c2)=NO1 (stereo not given),1.7
COc1cc(SC)ccc1C(=O)Nc1ccc(OCC(=O)N2CCOCC2)cc1,-2.5
Cc1cccc(N(C(=O)c2ccco2)C(C(=O)NC2CCCC2)c2ccco2)c1C (stereo not given),0.1
Nn1c(Nc2ccccc2)nc2sc3c(c2c1=O)CCC3,-0.5
Cc1cc(C)n(-c2ccc(NC(=O)C3CCCCN3Cc3cccc4c3OCO4)cc2)n1 (stereo not given),0.5
Cc1cc(=O)oc2cc(OC(=O)c3ccco3)ccc12,-1.1
COc1ccc(CC(=O)Nc2cccc(-c3nnc(-c4ccccc4)o3)c2)cc1OC,-1.4
c1coc(-c2nnc(-c3ccc4c(c3)OCO4)o2)c1,-2.1
COC(=O)CN(c1nc(C)cc(OC)n1)S(=O)(=O)c1ccccc1,0.9
CC(C)NC(=O)N1CCOCCOCCN(C(=O)NC(C)C)CCOCCOCC1,0.0

Further compounds follow:
Compound,MEX-5 binding
O=C(COc1ccc(Cl)cc1Cl)Nc1cccc(-c2ccc(N3CCOCC3)nn2)c1,0.1
COCCCNC(=O)Cc1c(C)c2c(cc(C)c3c(C)c(C)oc32)oc1=O,-3.0
Cc1ccc2nc(-c3ccc(NC(=O)COC(=O)c4cncc(Br)c4)cc3)sc2c1,-4.1
O=C1c2ccccc2S(=O)(=O)N1Cc1nnc(-c2ccccc2Br)o1,-0.4
O=C(O)c1ccccc1Nc1ccc2nonc2c1[N+](=O)[O-],-3.0
CC(C)NC(=O)c1ccccc1NS(=O)(=O)c1ccc(Br)s1,-0.5
CCCCc1nc2cc(C(=O)N(C)C(C)c3ccccn3)ccc2o1 (stereo not given),0.3
OCCNc1ncnc2c1nnn2Cc1ccccc1,-0.9
COc1ccc(-c2nc3ncccn3c2Nc2ccc3c(c2)OCCO3)cc1,-0.4
COC(C[C@H](O)C[C@H](O)COCc1ccccc1)OC,1.7
O=C(c1cccnc1)N1CCC(c2nc3ccccc3[nH]2)CC1,0.7
COc1ccc(CCCNC(=O)C2CCC(=O)N(Cc3ccc(Cl)cc3)C2)cc1 (stereo not given),-1.7
CCCN1CCC(=O)N(CCSc2ccc(C)cc2)CC1,-1.4
COc1ccc(N=C2NC(=O)/C(=C\C=C\c3ccco3)S2)cc1,0.4
CC(C)Cc1nc2oc3c(N4CCN(C)CC4)ncnc3c2c2c1CCCC2,0.4
CCCOC(=O)c1ccc(NC(=O)c2cn(CC)c3nc(C)ccc3c2=O)cc1,13
Cn1c(C(=O)N2CCN(c3ccc([N+](=O)[O-])cc3)CC2)cc2c(=O)[nH]c3ccccc3c21,-2.2
CCN(CC)C(=O)COC(=O)c1cc(-c2ccco2)nc2ccccc12,0.8
O=C(CNc1cccc2ccccc12)N/N=C/c1ccc(OC(=O)/C=C/c2ccco2)cc1,1.3
CC(=O)Nc1ccc(NC(=O)Cn2cc3c(n2)CCC(C)C3)cc1 (stereo not given),-0.1
COC(=O)C1=C(C(=O)OC)[C@@H]2Nc3ccccc3[C@@]23C[C@@H](C(=O)OC)N(C(=O)c2ccc(Br)cc2)C3=N1,0.0
FC(F)Sc1ccc(NC(=S)N2CCN(c3ccccn3)CC2)cc1,-0.8
COc1ccc(C(=O)/C=C/C(=O)N(CC(=O)NC2CCCCC2)Cc2ccc(F)cc2)c(O)c1,-0.3
CC1C(=O)NN=C1C(=O)N/N=C\C(Br)=C\c1ccccc1 (stereo not given),0.5
CCOC(=O)Nc1csnn1,-1.9

Shown as a hit in MEX-5 binding, of those listed so far:
Compound,MEX-5 binding
O=C(O[C@@H]1Cc2c(O)cc(O)cc2O[C@@H]1c1cc(O)c(O)c(O)c1)c1cc(O)c(O)c(O)c1,-84*
Cc1ncc(CO)c(/C=N/NC(=O)c2cc(O)c(O)c(O)c2)c1O,-39*

Returning to the listing, repeating the two entries before the break.
Compound,MEX-5 binding
CC1C(=O)NN=C1C(=O)N/N=C\C(Br)=C\c1ccccc1 (stereo not given),0.5
CCOC(=O)Nc1csnn1,-1.9
CC1CCN(CCCNC(=O)c2ccc(CS(=O)(=O)Cc3ccccc3F)o2)CC1,-0.2
N#C/C(=C\C1=C(N2CCOCC2)C(=C\c2ccccc2)/CC1)C(=O)Nc1ccccc1F,-1.8
Cc1ccc(OCC(=O)NCCCNC(=O)COc2ccc(C)cc2)cc1,-1.7
Cc1cnc(C(=O)Nc2cccc3cccnc23)cn1,1.0
Cn1ncc(Br)c1C(=O)NC1CCCCCCC1,-1.1
Cc1nn2c(N3CCN(c4ccccn4)CC3)cc(C(C)C)nc2c1-c1ccccc1,-3.4
COc1ccc(C2=Nn3c(nnc3-c3cccnc3)SC2)cc1,-1.4
COCc1nnc(NS(=O)(=O)c2ccc(Cl)cc2)s1,0.1
O=S(=O)(c1ccc(Cl)cc1)N1CCC2(CC1)OCCN2S(=O)(=O)c1cccs1,-1.2
Cc1cc(C)n2c(C)nnc2c1,0.5
CC1CCN(c2nnc(N)s2)CC1,0.4
CCC(C)(C)NC(=O)C1CCN(S(=O)(=O)c2cccs2)CC1,2.5
Cc1ccc(S(=O)(=O)N(CC(=O)Nc2cccc(C)c2C)C(=O)N2CCN(C)CC2)cc1,-0.6
CCCn1c(N2CCN(CC(=O)c3c(C)n(C)c4ccc(OC)cc34)CC2)nc2c1c(=O)[nH]c(=O)n2C,1.9
O=C(CSc1nnc(-c2ccc(Cl)s2)o1)N1CCCc2ccccc21,1.9
CC(=O)NC(Cc1ccc(F)c(F)c1)C(=O)NC1CCN(S(=O)(=O)c2ccc(C)cc2)CC1 (stereo not given),-0.7
Cc1ccc(C)c(C(=O)COC(=O)CCN2C(=O)C3C4CCC(C4)C3C2=O)c1 (stereo not given),1.7
CCSc1nc2sc3c(c2c(=O)n1-c1ccc(C)cc1)CCN(C)C3,-0.8
O=C(O)c1cc(S(=O)(=O)N2CCOCC2)c(Sc2ccccn2)cc1Sc1ccccn1,-0.4
CCOCCN1CCN(c2c3c(nc4cc(-c5ccc(F)cc5)nn24)CCC3)CC1,0.7
Cc1ccc(C(=O)CSc2ncnc3sc4c(c23)CCC(C)C4)cc1 (stereo not given),-0.7
CCC(C(=O)NC1CCCC1)N(C(=O)Cn1nnc(-c2ccc(C)o2)n1)c1ccc(F)cc1 (stereo not given),1.3
Cc1cccc(Nc2nc3c(c(=O)n(C)c(=O)n3C)n2Cc2ccccc2)c1,0.6
CC1=NNC(=O)/C1=C\c1cn(-c2ccccc2)nc1-c1ccc(F)cc1,-0.9
COc1ccc(OC)c(NC(=O)CC(NCCC2=CCCCC2)C(=O)O)c1 (stereo not given),-2.6
O=C(Nc1cccnc1Cl)c1cccc(S(=O)(=O)N2CCOCC2)c1,-0.3
COc1ccccc1CNC(=O)c1c(N)n(CCCN2CCOCC2)c2nc3ccccc3nc12,-1.8
CC(=O)Nc1ccc(S(=O)(=O)N2CCC(NC(=O)C(Cc3ccccc3F)NC(C)=O)CC2)cc1 (stereo not given),0.0
CCOC(=O)c1c(C)c(C(=O)NC2CCCCC2)c(C)n1CC,-1.1
COc1cc2c(cc1OC)-c1cc(Nc3cccc(F)c3)nc(=O)n1CC2,-2.2
CC(=O)Nc1nc2c(c3c1c(=O)oc1ccccc13)CC(C)CC2 (stereo not given),-4.1
COc1ccc(CC(=O)Nc2ccc(/C(C)=N\NC(=O)c3ccc(Br)o3)cc2)cc1,1.1
COC(C[C@H](O)C[C@@H](O)[C@@H](C)OCc1ccccc1)OC,0.3
O=C(Nc1ccc(F)cc1)c1nn(-c2ccccc2)c(=O)cc1Cl,0.9
Cc1ccc2[nH]c3c(c2c1)CN(C(=O)CN1CCN(c2ccccc2)CC1)CC3,-2.3
Cn1nc(C(F)(F)F)c2cc(NC(=O)OCc3ccc(C(C)(C)C)cc3)sc21,1.6
Cc1csc2nc(=O)c3ccccc3n12,-2.3
Cc1cc(=O)oc2cc(OCc3ccc(C(=O)OCC(=O)Nc4ccc(N(C)C)cc4)cc3)ccc12,0.3
Cc1cc(C)c(S(=O)(=O)N2CCC3(CC2)OCCN3S(=O)(=O)c2cccs2)c(C)c1,-1.5
COC(C[C@H]1O[C@@H]1[C@@H](O)[C@H](C)OCc1ccccc1)OC,1.6
CCN(C(=O)CCc1nc(-c2ccccc2F)no1)c1cc(OC)ccc1OC,-0.5
COc1ccc(-n2ncc(Cl)c(Cl)c2=O)cc1,1.7
Cc1ccc(-n2ncc3c(=O)n(Cc4cccnc4)cnc32)cc1,0.1
O=C(CS(=O)(=O)Cc1ccccc1)N1CCc2ccccc2C1,2.8
Cn1c(O)c(N=NC(=S)Nc2ccccc2F)c2cc(S(=O)(=O)N3CCOCC3)ccc21,-0.2
COC(=O)C(CC(=O)c1ccc(Br)cc1)n1ccnc1 (stereo not given),3.0
COc1ccc(-c2ccc(-c3nnc(-c4ccncc4)o3)cc2)cc1,0.7
O=C(NNC(=O)c1cccc(S(=O)(=O)N2CCc3ccccc32)c1)c1ccccc1,-0.9

Ordered by value in MEX-5 binding (largest number first): 3 from the list above
| mol | MEX-5 binding |
| --- | --- |
| CC(=O)Nc1ccc(S(=O)(=O)N2CCC(NC(=O)C(Cc3ccccc3F)NC(C)=O)CC2)cc1 (stereo not given) | 0.0 |
| O=C(NNC(=O)c1cccc(S(=O)(=O)N2CCc3ccccc32)c1)c1ccccc1 | -0.9 |
| Cc1cc(C)c(S(=O)(=O)N2CCC3(CC2)OCCN3S(=O)(=O)c2cccs2)c(C)c1 | -1.5 |
